# Dyrk1A ADPGlo: blocks rat Dyrk1A kinase activity | Q63470 | ADP-Glo luminescence, NFATc1 peptide | inhibition, % at 12.5 µM | actives 0.43% (n = 310,000); in the data active = inhibition above about 50%;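 also: plate controls were vehicle with enzyme for no effect and no enzyme for full effect; many of its hits are not listed in these tables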
# KCNK3 inh: human KCNK3 channel inhibition, primary screen; actives 0.84% (n = 340,000); B-score at 10 µM; O14649; AID 602410; CHO-KCNK3 thallium flux, FluxOR fluorescence; hits give low values;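 active = B-score under library mean minus 4 SD, starting fluorescence ratio at most library mean plus 5 SD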;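 also: more negative B-score means stronger inhibition of thallium flux through KCNK3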
# Target sequence (O14649 whole entry, looked up): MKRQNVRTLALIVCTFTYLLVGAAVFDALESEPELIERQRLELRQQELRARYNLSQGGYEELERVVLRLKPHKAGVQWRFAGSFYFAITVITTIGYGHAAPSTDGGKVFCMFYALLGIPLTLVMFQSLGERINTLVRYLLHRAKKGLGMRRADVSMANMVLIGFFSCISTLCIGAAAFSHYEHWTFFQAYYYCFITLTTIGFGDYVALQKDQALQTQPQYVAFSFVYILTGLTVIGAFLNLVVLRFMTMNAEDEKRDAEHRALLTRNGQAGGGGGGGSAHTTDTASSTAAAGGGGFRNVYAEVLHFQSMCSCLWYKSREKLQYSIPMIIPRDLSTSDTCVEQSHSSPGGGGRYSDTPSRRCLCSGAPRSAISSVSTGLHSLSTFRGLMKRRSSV
# Platelet DG rel: modulates dense granule release in human platelets. human platelet-rich plasma, SFLLRN dense granule ATP release, luminescence. inhibition, %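 (compounds screened at 7.5 µM in platelet-rich plasma)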. actives 0.22% (n = 300,000). AID 1663;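 active = mean replicate score, as percent of positive control, at or above 50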
# TRPC4 potent: allosteric potentiators of mouse TRPC4 channel; Q9QUQ5; HEK293 TRPC4beta/mu-opioid, DAMGO EC20, Fluo-4 Ca2+ flux; hits give high values; B-score at 10 µM; actives 0.42% (n = 310,000); AID 2227;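 active = B-score of calcium response area above 5 SD of library B-scores, with initial fluorescence ratio within 5 SD of library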;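 also: B-score of integrated fluorescence ratio over time as area under calcium response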
# KCNQ1 block: blocks the human KCNQ1 potassium channel; P51787; CHO-K1 KCNQ1, FluxOR thallium flux fluorescence; hits give high values; B-score at 10 µM; actives 1.3% (n = 310,000);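 active = compounds whose thallium flux B-score, printed positive for inhibition, exceeds three library SD while starting fluorescence stays within three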;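 also: channel opened by potassium depolarization with thallium stimulus after 20 min compound exposure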
# TRPC4 inh: blocks the mouse TRPC4 cation channel | HEK293 TRPC4beta/mu-opioid, DAMGO-evoked Fluo4 calcium flux; hits give low values | AID 2247 | actives 0.39% (n = 300,000) | Q9QUQ5 | B-score at 10 µM;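 active = B-score over 3 SD under the library average, no early fluorescence shift, positive overall ratio signal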
#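 Material: HEK293 cells with stable TRPC4beta plus mu-opioid receptor expression; probe or stimulus: DAMGO in two steps, submaximal then maximal; technique: Fluo4 calcium fluorescence by kinetic imaging, 5 s 1 Hz baseline; measure: integrated fluorescence ratio relative to baseline, converted to per-well B score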
# TRPC4 act: opens the mouse TRPC4 cation channel. HEK293 TRPC4beta/mu-opioid, Fluo4 calcium fluorescence; hits give high values. AID 2237. Q9QUQ5. B-score at 10 µM. actives 0.49% (n = 310,000);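 active = B-score above 5 SD of library B-scores, and initial fluorescence ratio not above library mean plus 5 SD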;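 also: positive B-score marks a calcium rise read as TRPC4 activation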
#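 Material: TRPC4beta and mu-opioid receptor HEK293 stable cells | Incubation: 45 min room-temperature Fluo4 loading, 110 s read | Detection: Kinetic Fluo4 calcium fluorescence | Measure: Integrated baseline-normalised fluorescence ratio, converted to per-well B score | Benchmarks: Low control buffer alone, high control maximal DAMGO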
# KCNK9 inh: human KCNK9 channel inhibition. Q9NPC2. HEK293 KCNK9, FluxOR thallium flux fluorescence; hits give low values. B-score at 10 µM. actives 1.2% (n = 310,000);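 active = ratio B-score over 3 SD below the library mean, with starting fluorescence within 5 SD of its mean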;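 also: negative B-score means less thallium flux so channel inhibition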
# Target sequence (Q9NPC2 whole entry, looked up): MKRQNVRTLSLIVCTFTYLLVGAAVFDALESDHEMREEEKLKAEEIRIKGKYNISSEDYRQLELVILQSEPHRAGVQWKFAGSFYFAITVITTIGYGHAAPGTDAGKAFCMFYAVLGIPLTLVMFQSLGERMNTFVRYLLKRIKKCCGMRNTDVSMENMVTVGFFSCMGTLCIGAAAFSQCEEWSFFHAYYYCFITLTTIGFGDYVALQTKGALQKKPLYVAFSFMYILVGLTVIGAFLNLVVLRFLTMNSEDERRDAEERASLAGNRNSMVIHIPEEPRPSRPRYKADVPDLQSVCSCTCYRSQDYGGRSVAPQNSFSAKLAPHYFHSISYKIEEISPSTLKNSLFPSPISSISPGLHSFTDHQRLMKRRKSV
# PolyA inh: inhibitors of polyadenylation in S. cerevisiae. actives 0.02% (n = 300,000). S. cerevisiae SKY197-pL101 polyadenylation reporter, beta-gal luminescence; efflux-impaired pdr1/pdr3 knockout yeast; score 100 = 6 SD above DMSO. calls only at 12 µM;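 active = lowest replicate activity score at least 50, where 100 means six control SD above control mean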;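 also: yeast exposed to compound for 9 h at 30 °C; higher score means more reporter readthrough which indicates perturbed polyadenylation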
# hERG rescue: hERG (human) protection from proarrhythmic block; actives 0.51% (n = 310,000); AID 1511; activation (rescue from dofetilide block), less the hit threshold, % at 10 µM; CHO-hERG, FluxOR thallium flux, dofetilide IC70 present;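 active = activation above the mean of controls blocked by dofetilide plus 5 SD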;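 also: thallium influx through hERG after potassium depolarization seen as dye fluorescence rise; in these data hits start at about 4.7%; inactives centre near -7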
# KCNQ1 pot: potentiators or activators of human KCNQ1 potassium channel. CHO-K1 KCNQ1, thallium flux FluxOR fluorescence; hits give high values. B-score at 10 µM. actives 0.35% (n = 310,000). AID 2648;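 active = fluorescence ratio B-score, a plate-corrected score, at least three library SD, with initial intensity B-score within 5 SD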
#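 Medium – assay buffer, equal DMSO in all wells · Material – CHO-K1 cell line with stable KCNQ1 potassium channel expression · Signal – kinetic FluxOR thallium fluorescence, 10-s 1-Hz baseline, 110-s post-stimulus read · Compound – single concentration per compound, DMSO matched to controls · Schedule – 37 °C overnight plating, 90-min dark dye load, 20-min compound pretreatment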
# * hit, by the source's call; i = inactive; x = no result given. The list is partial; the hit share may differ from the screen's.
no.	smiles	Dyrk1A ADPGlo	KCNK3 inh	Platelet DG rel	TRPC4 potent	KCNQ1 block	TRPC4 inh	TRPC4 act	KCNK9 inh	PolyA inh	hERG rescue	KCNQ1 pot
1	COc1cccc(NC(=S)N(CCCN2CCCC2)Cc2ccco2)c1	x	i	-6.4	i	i	i	i	i	i	-18.4	i
2	O=C(CCn1c(=S)oc2ccccc21)NC1CCCCCC1	12.5	i	14.3	i	i	i	i	i	i	-14.5	i
3	CC(C)CC(=O)Nc1c(C(=O)N2CCN(Cc3ccccc3)CC2)oc2ccccc12	6.2	i	-2.4	i	i	i	i	i	i	-5.2	i
4	N#Cc1c(N)c(C#N)c(-c2ccc(O)cc2)c2c1CCCC2	31.3	i	-4.0	i	i	i	i	i	i	-0.9	i
5	Cc1ccc(NC(=S)NNC(=O)c2cn(C)nc2C)cc1	-1.0	i	3.5	i	i	i	i	i	i	-5.3	i
6	O=C(c1cc(-c2cccnc2)nc2ccc(Cl)cc12)N1CCN(S(=O)(=O)c2cccs2)CC1	0.9	i	10.3	i	i	i	i	i	i	-3.9	i
7	NS(=O)(=O)c1ccc(NC(=O)COC(=O)C23CC4CC(CC(C4)C2)C3)cc1	-2.9	i	-13.8	i	i	i	i	i	i	-11.7	i
8	CC(OC(=O)c1ccco1)C(=O)NCc1cccs1 (configuration not stated)	11.7	i	-1.3	i	i	i	i	i	i	-7.8	i
9	COc1ccc(NC(=O)CC(C)=O)c(OC)c1	-7.6	i	3.7	i	i	i	i	i	i	-4.1	i
10	Cc1ccc(-c2c(C(=O)N/N=C/c3ccc(C)o3)nnn2-c2nonc2N)cc1	6.8	i	-1.0	i	i	i	i	i	i	-8.4	i
11	COc1ccc(CN(CCNC(=O)CCCCC(=O)NCCN(Cc2ccc(OC)cc2)C(C)C)C(C)C)cc1	4.2	i	7.1	i	i	i	i	i	i	-13.3	i
12	N#Cc1ccccc1/C=C/C(=O)N1CCOCC1	-5.9	i	9.3	i	i	i	i	i	i	-1.4	i
13	COc1ccc(-n2c(Cc3cccn3C)nnc2SCC(=O)Nc2ccc3c(c2)OCO3)cc1	-10.4	i	-7.1	i	i	i	i	i	i	-5.5	i
14	COc1cccc(NC(=O)Nc2nnc(CC(=O)Nc3ccccc3)s2)c1	-6.0	i	-5.3	i	i	i	i	i	i	-11.2	i
15	CC(C)=CCc1cc([C@@H]2CC(=O)c3ccc(O)c(CC=C(C)C)c3O2)ccc1O	10.6	-15.7*	4.0	i	i	i	i	-10.9*	i	-9.4	i
16	COCCN(CCOC)S(=O)(=O)c1ccc(OC)cc1	4.2	i	7.1	i	i	i	i	i	i	-12.0	i
17	O=C(CS(=O)(=O)c1ccc2ccccc2c1)N1CCCCCC1	-6.5	i	-7.9	i	i	i	i	i	i	-1.6	i
18	COc1cc(C)c(Cl)c(C)c1S(=O)(=O)NCc1cccnc1	-11.7	i	5.1	i	i	i	i	i	i	-10.2	i
19	CC(=O)c1cccc(NC(=O)C(C)OC(=O)CCC2CCCCC2)c1 (configuration not stated)	1.4	i	10.6	i	i	i	i	i	i	-16.0	i
20	Cc1sc2nc(C)n(/N=C/c3ccccc3)c(=O)c2c1C	-0.4	i	-4.4	i	i	i	i	i	i	-15.9	i

# Ordered by molar mass (largest number first): part of the list above.
no.	smiles	Dyrk1A ADPGlo	KCNK3 inh	Platelet DG rel	TRPC4 potent	KCNQ1 block	TRPC4 inh	TRPC4 act	KCNK9 inh	PolyA inh	hERG rescue	KCNQ1 pot
11	COc1ccc(CN(CCNC(=O)CCCCC(=O)NCCN(Cc2ccc(OC)cc2)C(C)C)C(C)C)cc1	4.2	i	7.1	i	i	i	i	i	i	-13.3	i
6	O=C(c1cc(-c2cccnc2)nc2ccc(Cl)cc12)N1CCN(S(=O)(=O)c2cccs2)CC1	0.9	i	10.3	i	i	i	i	i	i	-3.9	i
3	CC(C)CC(=O)Nc1c(C(=O)N2CCN(Cc3ccccc3)CC2)oc2ccccc12	6.2	i	-2.4	i	i	i	i	i	i	-5.2	i
7	NS(=O)(=O)c1ccc(NC(=O)COC(=O)C23CC4CC(CC(C4)C2)C3)cc1	-2.9	i	-13.8	i	i	i	i	i	i	-11.7	i
14	COc1cccc(NC(=O)Nc2nnc(CC(=O)Nc3ccccc3)s2)c1	-6.0	i	-5.3	i	i	i	i	i	i	-11.2	i
1	COc1cccc(NC(=S)N(CCCN2CCCC2)Cc2ccco2)c1	x	i	-6.4	i	i	i	i	i	i	-18.4	i
19	CC(=O)c1cccc(NC(=O)C(C)OC(=O)CCC2CCCCC2)c1 (configuration not stated)	1.4	i	10.6	i	i	i	i	i	i	-16.0	i
18	COc1cc(C)c(Cl)c(C)c1S(=O)(=O)NCc1cccnc1	-11.7	i	5.1	i	i	i	i	i	i	-10.2	i
16	COCCN(CCOC)S(=O)(=O)c1ccc(OC)cc1	4.2	i	7.1	i	i	i	i	i	i	-12.0	i
20	Cc1sc2nc(C)n(/N=C/c3ccccc3)c(=O)c2c1C	-0.4	i	-4.4	i	i	i	i	i	i	-15.9	i
4	N#Cc1c(N)c(C#N)c(-c2ccc(O)cc2)c2c1CCCC2	31.3	i	-4.0	i	i	i	i	i	i	-0.9	i
8	CC(OC(=O)c1ccco1)C(=O)NCc1cccs1 (configuration not stated)	11.7	i	-1.3	i	i	i	i	i	i	-7.8	i

# (further entries)
no.	smiles	Dyrk1A ADPGlo	KCNK3 inh	Platelet DG rel	TRPC4 potent	KCNQ1 block	TRPC4 inh	TRPC4 act	KCNK9 inh	PolyA inh	hERG rescue	KCNQ1 pot
21	CC(OC(=O)c1cc(-c2cccnc2)nc2ccccc12)C(=O)Nc1ccc2ccccc2c1 (configuration not stated)	2.8	i	-4.4	i	i	i	i	i	i	-17.5	i
22	CCOC(=O)c1[nH]c(C)c(C(=O)NCCN2CCOCC2)c1C	16.4	i	-3.1	i	i	i	i	i	i	-7.4	i
23	O=C(CNC(=O)c1ccccc1)OCC(=O)N1N=C(c2ccc(Cl)cc2)CC1c1ccco1 (configuration not stated)	-0.8	i	-4.2	i	i	i	i	i	i	-10.7	i
24	Nc1nc(-c2ccco2)nn1S(=O)(=O)c1ccc(Cl)cc1	0.6	i	-6.5	i	i	i	i	i	i	-10.5	i
25	Cc1cccc(C)c1NC(=O)CNC(=O)Cc1ccc(Br)cc1	2.6	i	-2.0	i	i	i	i	i	i	-14.4	i
26	CCOC(=O)c1cnc(SCC(=O)Nc2ccc(N3CCOCC3)cc2)nc1N	x	x	-7.1	i	i	i	i	i	i	-6.2	i
27	COc1cccc(Cn2nnc(C(=O)Nc3cc(Cl)ccc3OC)c2N)c1	-1.0	i	4.7	i	i	i	i	i	i	-10.4	i
28	CCC1(CC)NC(=O)N(CC(=O)OCC(=O)Nc2ccccc2[N+](=O)[O-])C1=O	-3.2	i	-6.9	i	i	i	i	i	i	-30.1	i
29	COc1ccc(CN2C(=O)CCCc3ccccc32)cc1	3.3	i	-2.5	i	i	i	i	i	i	-17.3	i
30	CC(NC(=O)Cc1ccc(NS(=O)(=O)c2cccc(C(F)(F)F)c2)cc1)c1ccccn1 (configuration not stated)	3.0	i	-1.3	i	i	i	i	i	i	-5.7	i
31	COc1ccc(C(=O)NCc2ncccc2C)cc1OC1CCN(C(C)=O)CC1	-3.5	i	21.8	i	i	i	i	i	i	-6.3	i
32	Cc1ccc(C(=O)n2cnnc2N)cc1C	-1.3	i	0.0	i	i	i	i	i	i	-4.4	i
33	Cc1cc(=O)oc(C)c1C(=O)NCC1COc2ccccc2O1 (configuration not stated)	-1.0	i	18.4	i	i	i	i	i	i	-6.6	i
34	CC1=C(C(=O)OCCOC(C)C)C(c2cccnc2)C2=C(CCCC2=O)N1 (configuration not stated)	-1.9	i	-3.2	i	i	i	i	i	i	-5.9	i
35	O=C(Nc1ccc(Cl)cc1)Nc1nc(-c2sccc2Br)cs1	-3.2	i	-10.5	i	i	i	i	i	i	-3.4	i
36	O=C(COc1ccc(F)cc1)NN1C(=O)CSC1=S	-5.3	i	-2.3	i	i	i	i	i	i	-5.8	i
37	COCCNC(=O)CSc1nc2cc3c(cc2c(=O)n1Cc1ccco1)OCO3	-1.3	i	-0.8	i	i	i	i	i	i	-5.3	i
38	CCN1C(=O)[C@H]2[C@@H](c3ccc(C)cc3)N3C(=O)N(c4cccc(C)c4)C(=O)[C@@]3(Cc3ccccc3)[C@H]2C1=O	-3.2	i	-1.4	i	i	i	i	i	i	-8.1	i
39	O=C(N/N=C/c1cccc2ccccc12)c1ccncc1	3.4	i	3.5	i	i	i	i	i	i	-10.4	i
40	CCc1nc(SCC(=O)N2CCCc3ccccc32)c2oc3ccccc3c2n1	-1.6	i	2.0	i	i	-5*	i	i	i	-11.8	i
41	Cc1cc([N+](=O)[O-])cnc1Sc1nccn1C	3.4	i	-11.1	i	i	i	i	i	i	-3.9	i
42	O=C(N/N=C/c1ccccc1F)c1ccc(COc2ccccc2Cl)o1	-2.6	i	-1.9	i	i	i	i	i	i	-9.5	i
43	CCn1nc(C)c(CN2CCc3c([nH]c4ccccc34)C2C(C)(C)C)c1C (configuration not stated)	1.2	i	-0.7	i	i	i	i	i	i	-7.9	i
44	O=C(Nc1ccc(Cl)cc1Cl)c1ccc(Br)o1	-4.0	i	2.0	i	i	i	i	i	i	-6.2	i
45	COc1cc(S(=O)(=O)NCC2COCCO2)ccc1-n1cnnn1 (configuration not stated)	x	i	-2.2	i	i	i	i	i	i	5.8*	i
46	Cc1ccc(S(=O)(=O)N2CCOCC2)cc1NC(=O)COC(=O)c1ccc(OCc2c(C)noc2C)cc1	-4.8	i	-1.4	i	i	i	i	i	i	-6.6	i
47	COc1ccc(N2CC(O)=C(c3nc(C)cs3)C2=N)cc1	x	i	10.2	i	i	i	i	i	i	-0.8	i
48	CCN(CC)c1ccc(NC(=O)CCNS(=O)(=O)c2ccc3c(c2)CCC(=O)N3)c(C)c1	-0.5	i	-6.8	i	i	i	i	i	x	-8.5	i
